Bioassay records deposited in PubChem BioAssay by National Center for Advancing Translational Sciences (NCATS).
ALDH1A1 inh = inhibitors of human aldehyde dehydrogenase 1A1; P00352; 7.3% of 220,000 active; Potency, µM (doses to about 75.3 µM), without a hit: top-dose activity, negative = inhibition, most hits filed as inhibitors; AID 1030; Purified ALDH1A1, NADH fluorescence, propionaldehyde substrate; active means well fitted inhibition curve with a large enough effect, not every such curve was filed as active; inconclusive means small, poorly fitted or top-dose-only effect, or another doubt; inactive means no such curve, though single readings can be large or run the other way;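 further: plate controls were no enzyme wells and a reference inhibitor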
Target sequence (P00352 whole entry, looked up): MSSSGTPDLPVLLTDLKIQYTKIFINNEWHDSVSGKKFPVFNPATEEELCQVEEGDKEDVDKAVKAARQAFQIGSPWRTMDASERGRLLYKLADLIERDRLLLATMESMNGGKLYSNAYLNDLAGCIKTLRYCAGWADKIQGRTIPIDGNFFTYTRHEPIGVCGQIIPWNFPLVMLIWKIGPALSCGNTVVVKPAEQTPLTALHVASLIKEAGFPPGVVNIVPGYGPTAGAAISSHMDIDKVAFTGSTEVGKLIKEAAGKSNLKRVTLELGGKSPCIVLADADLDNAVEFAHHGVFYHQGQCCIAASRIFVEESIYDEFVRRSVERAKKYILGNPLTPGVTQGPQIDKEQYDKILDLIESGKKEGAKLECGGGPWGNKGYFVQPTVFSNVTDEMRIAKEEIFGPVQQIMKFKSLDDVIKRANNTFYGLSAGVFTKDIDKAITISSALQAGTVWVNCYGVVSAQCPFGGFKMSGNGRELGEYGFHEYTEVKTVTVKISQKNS
aGal spleen mod = inhibitors or activators of human alpha-galactosidase in spleen homogenate; human spleen homogenate, 4MU-alpha-Gal fluorescence, 40 min; P06280; Potency, µM (top dose mostly 80 µM), without a hit: at the highest dose activity change, negative = inhibition, usual class: inhibitors; 0.008% of 240,000 active;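 further: 0% = enzyme with vehicle and -100% = no enzyme basal signal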
Target sequence (P06280 32-429 limits assumed): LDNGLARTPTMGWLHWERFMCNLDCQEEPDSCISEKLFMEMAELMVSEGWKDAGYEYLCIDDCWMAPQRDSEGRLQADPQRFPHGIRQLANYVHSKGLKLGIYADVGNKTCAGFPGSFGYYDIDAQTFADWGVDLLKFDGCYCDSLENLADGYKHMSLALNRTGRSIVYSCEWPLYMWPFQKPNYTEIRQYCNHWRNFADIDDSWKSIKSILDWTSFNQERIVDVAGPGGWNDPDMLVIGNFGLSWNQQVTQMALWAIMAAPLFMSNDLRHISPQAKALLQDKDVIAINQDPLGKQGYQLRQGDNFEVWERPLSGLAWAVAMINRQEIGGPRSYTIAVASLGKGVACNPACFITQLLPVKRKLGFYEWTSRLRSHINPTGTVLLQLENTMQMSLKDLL
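Human spleen homogenate (1 ug) was the enzyme source, with 4-methylumbelliferyl-alpha-D-galactopyranoside (1 mM final) in pH 5.0 citrate buffer with 0.01% Tween-20. Compounds were titrated; after 40 min at 37C, NaOH/glycine stop, 4-MU fluorescence read; AC50 from Hill fits.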
GAA spleen mod = lysosomal alpha-glucosidase (human) modulation; P10253; human spleen homogenate, 4-MU-alpha-glucoside fluorescence; Potency, µM (series often up to 79.9 µM), inactives show at the highest dose activity change, negative = inhibition, actives largely listed as inhibitors; 0.006% of 240,000 active; AID 2112;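 further: 0% = enzyme with vehicle and -100% = no enzyme basal signal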
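Human spleen homogenate (1 ug) incubated with compounds and 1 mM 4-methylumbelliferyl-alpha-D-glucopyranoside in pH 5.0 citrate/phosphate buffer, 37 C, 40 min. Stopped at pH 10; 4-MU fluorescence (Ex 365/Em 440 nm); AC50 by Hill fit.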
Active calls of the source: *; ? = inconclusive; nt = no result given; & = joins results of further samples. Unless noted, the call rests on the fitted dose curve; in most records, active means well fitted curve in the direction sought with a large enough effect; inconclusive means small, poorly fitted or top-dose-only effect, or another doubt; inactive means no such curve, though single readings can be large; an effect the other way counts as inactive or inconclusive. Potency means the concentration at half of the fitted maximal effect. A portion of the library. The share of hits here may be higher or lower than overall.

SMILES	ALDH1A1 inh	aGal spleen mod	GAA spleen mod
NCCCCCCC(O)(P(=O)(O)O)P(=O)(O)O	nt	15%	7%
COc1cccc(COCCN2CCN(S(=O)(=O)c3ccccc3)CCC2=O)c1	nt	2%	-6%
CC1Nc2ccc(Cl)cc2S(=O)(=O)N1 (centres undefined)	nt	-9%	3%
O=C(O)CCc1ccc(NCc2cccc(Oc3ccccc3)c2)cc1	nt	14%	1%
COc1ccc(CNc2ncnc3ccc(-c4c(C)noc4C)cc23)cc1	nt	-18%	-1%
O=C(O)CO	nt	9%	-1%
CC[C@H](C)[C@H](NC(=O)[C@H](CO)NC(=O)[C@H](C)NC(=O)[C@H](C)NC(=O)[C@H](CCC(N)=O)NC(=O)[C@H](CCCCN)NC(=O)[C@H](CCCN=C(N)N)NC(=O)[C@@H](N)CS)C(=O)N[C@@H](CCCCN)C(=O)N[C@H](C(=O)N[C@@H](C)C(=O)N[C@H](C(=O)N[C@@H](CO)C(=O)O)C(C)C)C(C)C	nt	19%	4%
CN1CCN(c2ccc(Nc3c4ccccc4nc4ccccc34)cc2)CC1	nt	?	16%
COc1ccc(-c2nnc3n2N=C(c2ccccc2OC)CS3)cc1OC	nt	5%	-12%
COCCNC(=O)C1(C(F)(F)F)C/C(=C/CCO)CCCO1 (centres undefined)	nt	-3%	-7%
COc1cccc(C2=Nn3c(nnc3-c3cc(OC)cc(OC)c3)SC2)c1	nt	11%	7%
O=C1OCCC1N(C(=O)C1CC1)c1cccc(Cl)c1 (centres undefined)	nt	-2%	7%
COC(=O)[C@H]1C[C@H]1[C@@H](NC(=O)c1cccnc1)c1ccccc1	nt	2%	-4%
Cc1ccc(-c2c(C3C4C=CCC(C)C4C(=O)N3Cc3ccccc3)ccc3ccccc23)cc1 (centres undefined)	nt	-18%	5%
O=C(Cl)COCc1ccccc1	nt	3%	-6%

Reprinted from the part before: 2 compounds, then new ones.
SMILES	ALDH1A1 inh	aGal spleen mod	GAA spleen mod
Cc1ccc(-c2c(C3C4C=CCC(C)C4C(=O)N3Cc3ccccc3)ccc3ccccc23)cc1 (centres undefined)	nt	-18%	5%
O=C(Cl)COCc1ccccc1	nt	3%	-6%
CCN(CC)CCC(c1cc(OC)c(OC)c(OC)c1)c1c(OC)cc(OC)c2c1OC(=O)CC2c1ccc(N(C)C)cc1 (centres undefined)	nt	-1%	-3%
C[C@@H]1COC(=O)O1	nt	5%	-4%
Cc1noc(C)c1-c1ccc2ncnc(NCC3CCCCN3C)c2c1 (centres undefined)	nt	-2%	3%
CSCC[C@H](NC(=O)[C@H](CC(C)C)N1CCC(NC(=O)[C@@H](NC(=O)[C@H](Cc2ccccc2)NC(=O)[C@H](CO)NC(=O)[C@H](CC(=O)O)NC(=O)[C@@H](N)CCCCN)C(C)C)C1=O)C(N)=O (some centres undefined)	nt	25%	5%
O=C(O)c1ccc2c(c1)C(=O)N([C@H](Cc1ccc([N+](=O)[O-])cc1)C(=O)O)C2=O	nt	-4%	8%
CCC/C=C1/CCCOC(C(=O)NCc2cc(C)n(C)n2)(C(F)(F)F)C1 (centres undefined)	nt	7%	0%
CC(C)CC(NC(=O)NC(CCC(=O)O)C(=O)O)C(=O)O (centres undefined)	nt	6%	-3%
CC(C)(C)OC(=O)NC(Cc1ccccc1)C(=O)NC1COC2CC(n3cc(F)c(=O)[nH]c3=O)OC12 (centres undefined)	nt	-19%	-5%
COC(=O)C1=C[C@@H](C(=O)OC)[C@@H]2C3=C(C(=O)C2(C)C)[C@H](C)n2c(=O)n(C)c(=O)n2[C@@H]3C1	nt	-12%	-9%
CC12CCC=CC1C(c1ccc(Br)cc1F)N(Cc1ccccc1)C2=O (centres undefined)	nt	7%	1%
O=C1c2c(O)cc(O)cc2O[C@H](c2ccc(O)c(O)c2)C1O (some centres undefined)	nt	-13%	4%
COc1ccc(SCCN2CCN(CCc3ccccc3)CCC2=O)cc1	nt	-2%	-7%
O=S(=O)(Nc1cccc2cccnc12)c1ccc(Br)s1	nt	1%	4%
C[C@@H]1C(=O)N(S(=O)(=O)c2ccc([N+](=O)[O-])cc2)[C@H]1c1ccc(F)cc1	nt	5%	-3%
CCCC[C@@H]1CCCO[C@@](C(=O)NCCN2CCOCC2)(C(F)(F)F)C1	nt	19%	-8%

2 compounds from above, limited to GAA spleen mod:
| compound | GAA spleen mod |
| --- | --- |
| O=C1c2c(O)cc(O)cc2O[C@H](c2ccc(O)c(O)c2)C1O (some centres undefined) | 4% |
| COc1ccc(SCCN2CCN(CCc3ccccc3)CCC2=O)cc1 | -7% |

Following part:
SMILES	ALDH1A1 inh	aGal spleen mod	GAA spleen mod
COc1ccc(C2/C=C\CN([S+](=O)([O-])c3ccc4ccccc4c3)C(C)C(=O)N2Cc2ccc(F)cc2)cc1 (centres undefined)	nt	2%	-5%
c1ccc(-c2nn[nH]n2)c(Nc2cccc3c2CCCC3)c1	nt	6%	-4%
O=C(NCCCCN1CCOCC1)c1cc2ccccc2o1	nt	-3%	9%
O=S1(=O)C2CC3OC2(CC3c2ccc(F)cc2)CN1Cc1ccc(Cl)cc1 (centres undefined)	nt	2%	-9%
CSCC[C@H](NC(=O)[C@H](CC(C)C)NC(=O)CNC(=O)[C@@H]1CCCN1C(=O)[C@H](Cc1ccccc1)NC(=O)[C@H](Cc1ccccc1)NC(=O)[C@H](CC(=O)O)NC(=O)[C@H](Cc1cnc[nH]1)NC(=O)[C@H](CCSC)NC(=O)[C@@H](N)CC(=O)O)C(N)=O	nt	8%	-4%
C/C=C/C(=O)[C@@H](C)[C@@H](/C=C/C[Si](C)(C)C)C(C)C	nt	-7%	6%
O=c1c(O)c(-c2ccc(O[C@@H]3O[C@H](CO)[C@@H](O)[C@H](O)[C@H]3O)c(O)c2)oc2cc(O)cc(O)c12	nt	-2%	?
CC[C@@H](C(=O)[C@@H](C)[C@@H](O)[C@H](C)CCc1ccc(C)c(O)c1C(=O)O)C1O[C@](CC)(C2CC[C@](O)(CC)[C@H](C)O2)C[C@@H]1C (some centres undefined)	nt	2%	8%
CC[C@H](C)[C@H](NC(=O)[C@H](C)NC(=O)[C@@H](N)C(C)C)C(=O)N[C@H](C(=O)N[C@H](C(=O)N[C@@H](CC(C)C)C(=O)N[C@H](C(=O)N[C@@H](CCCCN)C(=O)O)C(C)C)C(C)C)[C@@H](C)O	nt	-2%	-8%
Cc1cc2c(c(C)c1Cl)C(c1ccc3c(c1)OCO3)CC(c1ccccc1)O2 (centres undefined)	nt	-6%&2%	-8%&-14%
CSCC[C@H](N)C(=O)N[C@@H](CO)C(=O)N[C@@H](CCCN=C(N)N)C(=O)N1CCC[C@H]1C(=O)N[C@@H](C)C(=O)N[C@@H](CS)C(=O)N1CCC[C@H]1C(=O)N[C@@H](CC(N)=O)C(=O)N[C@@H](CC(=O)O)C(=O)N[C@@H](CCCCN)C(=O)N[C@@H](Cc1ccc(O)cc1)C(=O)N[C@@H](CCC(=O)O)C(=O)O	nt	0%	-7%
CCCCCC(O)c1ccc([C@H]2CCC(=O)[C@@H]2CCCCCCC(=O)O)cc1 (some centres undefined)	nt	2%	5%
COC(=O)CN1CC(=O)c2ccccc2S1(=O)=O	nt	0%	4%
NCCCC[C@H](N)C(=O)N[C@@H](CCCN=C(N)N)C(=O)N1CCC[C@H]1C(=O)N1CCC[C@H]1C(=O)NCC(=O)N[C@@H](Cc1ccccc1)C(=O)N[C@@H](CO)C(=O)N1CCC[C@H]1C(=O)N[C@@H](Cc1ccccc1)C(=O)O	nt	4%	-1%
OCCC(O)CO (centres undefined)	nt	8%&-21%&24%	2%&4%&9%
Cc1ccc(C[C@H](C(=O)O)N2C(=O)c3ccc(C(=O)O)cc3C2=O)c(C)c1	nt	5%	9%
CC(=O)Nc1ccc(SCC(c2ccccc2)N2CCN(C)CCC2=O)cc1 (centres undefined)	nt	3%	3%
CCc1cccc2cc(C(O)CNC(C)(C)C)oc12 (centres undefined)	nt	-9%	0%
COC(=O)[C@H]1C[C@H]1[C@@H](NC(=O)c1ccc[nH]1)c1ccccc1	nt	7%	-2%
CCNc1ncc2nc(-c3ccccc3)c(=O)n(CCOC)c2n1	?	?	0%
Nc1ccc(O)c([N+](=O)[O-])c1	-15%	1%	-2%
COc1ccc(-c2nc3cnc(OC)nc3n(-c3ccccc3)c2=O)cc1	?	2%	1%
c1ccc2ccccc2c1	6%	4%	9%
O=c1c(-c2ccccc2)nc2cnc(Nc3ccccc3)nc2n1C[C@H]1CCCO1	?	-8%	-3%
N#Cc1ccc(CN2CCCC3(CCN(C(=O)c4ccco4)CC3)C2)cc1	?	6%	-7%
CN(C)c1ncc2ncc(=O)n(CCC#N)c2n1	?	3%	0%
CS(=O)(=O)N1CCC2(CCCN(C(c3ccccc3)c3ccccc3)C2)CC1	12%	-3%	-2%
COCCn1c(=O)c(-c2ccc(F)cc2)nc2cnc(Oc3cccc(Cl)c3)nc21	?	-10%	-4%
N#Cc1cccc(NC(=O)N2CC[C@@]3(CCCN(C(=O)c4cnccn4)C3)C2)c1	?	2%	5%
N#CCCn1c(=O)c(-c2cccc(C#N)c2)nc2cnc(Oc3cccc(Cl)c3)nc21	?	?	0%
O=S(=O)(c1ccccc1)N1CCC2(CC1)CN(c1ccccn1)C2	?	3%	11%
N#Cc1cccc(NC(=O)N2CC[C@@]3(CCCN(C(=O)c4cc(C(F)(F)F)cc(C(F)(F)F)c4)C3)C2)c1	5%	-3%	-14%
Cc1cnc(CNc2nc(-c3ccccc3C(F)(F)F)nc3ccccc23)cn1	?	?	-18%
CC(C)NC(=O)N1CC[C@@]2(CCCN(C(=O)c3cnccn3)C2)C1	13%	13%	-8%
COc1ccc(-n2c(=O)c(-c3cn(C)c4ccccc34)nc3cncnc32)cc1	?	-7%	-2%
COc1ccc(NC(=O)N2CCCC3(CCN(C(=O)c4ccncc4)CC3)C2)cc1	?	-4%	-4%
CN(C)c1ncc2nc(-c3ccccc3)c(=O)n(-c3ccccc3)c2n1	?	29%	5%
COc1ccc(NC(=O)N2CCC3(CC2)CCN(C(=O)c2cccn2C)CC3)cc1	?	2%	0%
CN(C)Cc1ccccc1-c1cncnc1Nc1ccncc1	-4%	-2%	0%
CN(C)c1ccc(C(=N)c2ccc(N(C)C)cc2)cc1	-11%	2%	-3%
CN1CCN(c2ncc3nc(-c4cn(C)c5ccccc45)c(=O)n(Cc4cccs4)c3n2)CC1	-9%	21%	1%
CCNc1ncc2nc(C)c(=O)n(Cc3cccs3)c2n1	?	10%	8%
COCC(=O)N1CCC[C@@]2(CCN(c3ncccn3)C2)C1	-7%	4%	-1%
COCCn1c(=O)cnc2cnc(Oc3ccccc3)nc21	?	-1%	7%
CCNc1ncc2nc(-c3ccc(OC)cc3)c(=O)n(-c3ccc(OC)cc3)c2n1	?	9%	7%
Cc1cnc(CNc2ncncc2-c2ccc(N(C)C)cc2)cn1	-5%	8%	11%
Cn1cccc1C(=O)N1CCC2(CCN(C(=O)Nc3cccc(C#N)c3)CC2)CC1	-7%	3%	-1%
O=c1c(-c2ccc(F)cc2)nc2cnc(N3CCOCC3)nc2n1Cc1ccc(F)cc1	?	-13%	-6%
Cc1noc(C)c1C(=O)N1CCC[C@@]2(CCN(C(c3ccccc3)c3ccccc3)C2)C1	4%	15%	4%
O=C(O[C@@H](C(=O)O)[C@@H](OC(=O)c1ccccc1)C(=O)O)c1ccccc1	-2%	3%	3%
CCCCCCCCOc1ccc(C(=O)O)cc1	15%	-13%	-3%
COc1ccccc1CN1CC[C@@]2(CCCN(C(=O)c3cccc(F)c3)C2)C1	?	0%	-1%
CN(C)c1ccc(-c2cncnc2N(C)Cc2ccco2)cc1	?	-24%	-4%
COC(=O)N1CCC2(CCCN(c3ccc(-c4ccccc4)cc3)C2)CC1	?	0%	4%
COCCn1c(=O)c(-c2cc(F)cc(F)c2)nc2cnc(OC)nc21	?	-3%	-4%
CCNc1ncc2nc(-c3cccs3)c(=O)n(Cc3cccs3)c2n1	?	-1%	-5%
CN1CCN(c2ncc3nc(-c4ccc(Cl)cc4)c(=O)n(Cc4cccs4)c3n2)CC1	-2%	3%	-3%
Cn1cccc1C(=O)N1CCC2(CCCN(C(c3ccccc3)c3ccccc3)C2)CC1	1%	-3%	-13%
Cc1noc(C)c1C(=O)N1CCC[C@@]2(CCN(Cc3cc(C(F)(F)F)cc(C(F)(F)F)c3)C2)C1	3%	-4%	-1%
FC(F)(F)c1ccccc1Cl	-21%	2%	7%
O=c1c(-c2ccc(Cl)cc2)nc2cnc(N3CCNCC3)nc2n1-c1ccccc1	?	5%	4%
COc1ccc(-c2nc3cnc(Nc4cccc(OC)c4)nc3n(Cc3cccs3)c2=O)cc1	?	5%	-2%
